Giardia kill = kills Giardia lamblia | Giardia lamblia trophozoite viability | activity change, % at 7.66 µM, hits read low | 0.15% of 340,000 active; in the data active means activity change below about -80%; inconclusive means between about -30% and that limit;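 further: parasites exposed to compound for two days anaerobically before the ATP read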
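Trophozoites 100 cells/well + cpd; 48 hrs, 37 deg C, anaerobic. ATPLite 1-Step added, 15-30 min RT, luminescence read (ATP-based viability).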
uPA surface inh = cell surface uPA generation inhibition | Potency, µM (top dose mostly 38.3 µM), inactives show at the highest dose activity change, negative = inhibition, hits mostly inhibitors | 0.31% of 330,000 active | cell surface uPA generation assay, qHTS; active means well fitted inhibition curve with a large enough effect; inconclusive means small, poorly fitted or top-dose-only effect; inactive means no such curve, though single readings can be large or run the other way; tested in mouse RAW 264.7 cells; further: potency means the concentration at half of the fitted maximal effect; nearly all actives have a fitted effect of over 55% in size
KCNH2 3.1 inh = KCNH2 3.1 (human) potassium channel inhibition; U2OS KCNH2 3.1, thallium flux FluxOr; stronger effect = lower value; AID 720553; activity change, % (tested at about 1.8 µM); 0.95% of 340,000 active;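 active means maximum activity change below -70%; inconclusive means maximum activity change from -70% to -50%; inactive means maximum activity change above -50%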;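 further: thallium influx rate constant from kinetic fluorescence after stimulation buffer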
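Virally transduced U2OS (3.1 isoform, 4 h infection in dark at RT) → overnight 37 C → FluxOr + Red40 in HBSS/HEPES, 45 min → stimulation buffer, 2 min kinetic read → rate constant vs DMSO controls.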
hERG WT inh = KCNH2 (human, wildtype) channel inhibition; Q12809; U2OS, BacMam KCNH2, thallium flux FluxOr; stronger effect = lower value; activity change, % at 1.84 µM; 0.37% of 340,000 active; AID 720551;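 active means maximum activity change below -70%; inconclusive means maximum activity change between -70% and -50%; inactive means maximum activity change above -50%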
Target sequence (Q12809 whole entry, looked up): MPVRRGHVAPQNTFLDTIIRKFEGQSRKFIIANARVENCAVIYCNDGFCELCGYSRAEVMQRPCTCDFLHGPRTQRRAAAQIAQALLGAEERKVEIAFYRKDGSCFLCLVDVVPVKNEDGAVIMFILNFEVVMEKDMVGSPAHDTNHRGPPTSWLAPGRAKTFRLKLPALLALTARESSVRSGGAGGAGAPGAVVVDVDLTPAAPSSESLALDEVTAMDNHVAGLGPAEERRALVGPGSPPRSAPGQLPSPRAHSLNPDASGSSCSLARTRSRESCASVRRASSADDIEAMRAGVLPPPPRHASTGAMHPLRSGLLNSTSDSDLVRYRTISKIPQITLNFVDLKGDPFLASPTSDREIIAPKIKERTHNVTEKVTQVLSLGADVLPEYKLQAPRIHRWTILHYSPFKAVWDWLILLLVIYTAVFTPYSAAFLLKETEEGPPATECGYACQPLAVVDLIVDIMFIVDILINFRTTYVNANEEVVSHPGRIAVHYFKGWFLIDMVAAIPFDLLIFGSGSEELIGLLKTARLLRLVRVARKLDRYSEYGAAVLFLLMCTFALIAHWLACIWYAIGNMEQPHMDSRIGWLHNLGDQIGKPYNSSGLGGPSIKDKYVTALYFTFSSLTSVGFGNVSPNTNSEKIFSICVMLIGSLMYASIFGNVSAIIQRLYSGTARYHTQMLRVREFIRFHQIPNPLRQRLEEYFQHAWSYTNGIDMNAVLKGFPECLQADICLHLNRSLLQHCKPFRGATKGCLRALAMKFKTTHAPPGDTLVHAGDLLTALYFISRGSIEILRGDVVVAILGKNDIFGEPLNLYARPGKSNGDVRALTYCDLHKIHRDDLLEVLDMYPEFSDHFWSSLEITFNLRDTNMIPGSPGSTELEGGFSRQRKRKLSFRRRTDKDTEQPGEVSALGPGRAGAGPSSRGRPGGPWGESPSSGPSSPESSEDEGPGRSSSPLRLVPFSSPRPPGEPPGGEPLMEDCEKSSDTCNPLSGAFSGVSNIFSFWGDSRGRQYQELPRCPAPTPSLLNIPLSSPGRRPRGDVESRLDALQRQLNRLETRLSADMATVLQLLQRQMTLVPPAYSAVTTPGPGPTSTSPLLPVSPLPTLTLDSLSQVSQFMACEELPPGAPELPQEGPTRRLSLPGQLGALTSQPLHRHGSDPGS
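U2OS cells were transduced with wild-type KCNH2 virus (2.03 x 10^8 / mL) for 4 h at room temperature, then cultured overnight at 37 C. Thallium flux was read with FluxOr dye. Rate constants were normalized to DMSO controls.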
Starred values were filed as active, the others as inactive; ? = inconclusive; [ ] = dose if it differs, or a comment. On the % scale 0 is the no-effect control and ±100 the full control effect. The list is partial, so the mix of outcomes need not match the whole.

SMILES	Giardia kill	uPA surface inh	KCNH2 3.1 inh	hERG WT inh
COc1ccc(-n2nc(C(=O)NCC(=O)N3CCN(c4ccccn4)CC3)c3ccccc3c2=O)c(OC)c1	-10.7	-7.5%	0.3	-12.0
Nc1cc2c3ccccc3ccc2c2ccccc12	-3.2	1.0%	-3.6	-12.4
Nc1ncnc2c1ncn2C1CCCC(CO)O1 (centres undefined)	-9.9	3.0%	-12.0	-1.7
CCCn1c(N)c(N(CCOC)C(=O)CSc2cc(C)c3ccccc3n2)c(=O)[nH]c1=O	-7.5	-1.6%	-5.5	-4.2
CC12CCC(=O)C=C1C(F)CC1C2C(O)CC2(C)C1CCC2(O)C(=O)CO (centres undefined)	?	-4.0%	-6.4	6.4
c1ccc2c(c1)Nc1cc3ccccc3cc1O2	13.7	3.4%	-2.0	-8.5
CCCCc1ccc(NC(=O)C2CCCC2)cc1	-9.6	-4.5%	-17.9	16.0
Nc1nc(Nc2ccc(Cl)cc2)c(NC=O)c(=O)[nH]1	?	12.9%	-2.0	-0.1
COc1cccc(CN2CCC(n3nccc3NC(=O)CCOc3ccccc3)CC2)c1O	0.6	0.3%	11.6	-1.1
CNC1(C(N)=O)CCN(Cc2ccccc2)CC1	10.1	3.6%	-2.8	2.5
OC(CN1CCCCC1)c1ccc(Br)cc1 (centres undefined)	-11.1	-4.3%	1.1	9.6
OC1Cc2ccccc2C1Nc1cccc(C(F)(F)F)c1 (centres undefined)	-1.8	3.8%	13.4	1.0
C=CC(=O)N1C/C(=C/c2ccc(Cl)cc2)C(=O)/C(=C\c2ccc(Cl)cc2)C1	-12.1	-7.4%	-24.3	15.6
COc1ccc(CCC(=O)Nc2nnc(C)s2)cc1	15.1	4.2%	-6.0	1.3
Cc1ccc(C(=O)N(CCc2ccccc2)Cc2ccccc2)cc1S(=O)(=O)N1CCOCC1	47.0[activator]	-21.5%	-12.6	23.5
Cc1cc(C)cc(SCc2noc(C(=O)NCCN(C)C)c2C(=O)NCCN(C)C)c1	13.8	?	4.7	29.1
CSc1ncc2[nH]c(C(O)c3ccccc3)nc2n1 (centres undefined)	5.5	-2.3%	-7.6	4.2
Cc1ccc(OCC(=O)NNC(=O)Nc2ccc(Cl)cc2)c(Br)c1	-11.1	0.0%	-4.7	4.3
N[C@@H](Cc1cnc[nH]1)C(=O)Nc1ccc2ccccc2c1	5.0	-1.2%	-6.9	-3.0
O=c1[nH]c2ccccc2cc1-c1nnn(-c2ccccc2)n1	5.3	-14.0%	-7.8	-11.5
CCOc1ccccc1CN1CCNC(=O)C1CC(=O)NC1CCCCCCC1 (centres undefined)	-7.3	-1.4%	1.2	-13.8
COc1ccc(N=CC2CCCCC2=O)c([N+](=O)[O-])c1 (centres undefined)	-18.5	-4.6%	-1.2	-12.5
CC(C)(C)NC(=O)C1(N2C(=O)c3ccccc3C2=O)CCCC1	12.0	3.4%	-0.1	-5.8
COC(=O)C[C@H]1c2cc(F)ccc2S(=O)(=O)N1c1ccccc1	-9.1	-16.3%	10.9	-10.1
O=C(NCc1ccco1)C1Cc2ccccc2CN1S(=O)(=O)c1ccccc1F (centres undefined)	1.0	-11.9%	2.0	1.4
Cc1cc(C)cc(-n2ncc3c2CCCC3NC(=O)CN2CCCCC2=O)c1 (centres undefined)	-11.5	14.7%	6.7	6.0
C=CC[C@]12C[C@@H](OC)C(=O)C=C1O[C@@H](c1ccc(OC)c(OC)c1)[C@H]2C	-2.9	-8.6%	7.8	2.1
O=C(Cc1cccc(NC(=O)C2CCN(C(=O)c3ccccc3)CC2)c1)Nc1cccc(C(=O)N2CCOCC2)c1	-3.7	15.2%	-24.3	2.4
COc1ccc(C(=O)Nc2ccccc2NC(=O)c2ccc(OC)cc2)cc1	?	?	-13.2	-0.7
CN1CCc2nc(SCC(=O)Nc3ccc(Cl)cc3)c(C#N)cc2C1	-12.7	-0.7%	-24.0	-20.4
O=[N+]([O-])c1ccccc1N=NNc1ccccc1	-2.5	0.5%	-35.7	1.4
O=C(Cc1cccc(NC(=O)C2CCCN(C(=O)C3CCC3)C2)c1)Nc1cccc(C(=O)N2CCOCC2)c1 (centres undefined)	-18.4	1.1%	0.6	-9.4
COc1ccc(CCC(=O)Nc2ccc(Cl)c(S(=O)(=O)N3CCOCC3)c2)cc1OC	21.6	-3.3%	4.3	-14.6
O=c1onc(-c2ccccc2)c2ccccc12	11.9	9.7%	6.8	-20.7
O=C(Cc1cccc(F)c1)N1CCOCC1	0.9	1.8%	-2.9	-27.8
O=C1C(Cl)=C(Oc2ccccc2)C(=O)c2ccccc21	0.7	-9.5%	21.3	-13.3
Cc1cc(-c2nn3c(C)nnc3s2)ccc1NC(=O)C(C)(C)C	-11.3	-12.2%	5.8	-9.3
O=[N+]([O-])c1ccccc1CN1CCN(S(=O)(=O)c2ccccc2)CC1	-12.0	-0.1%	-3.6	8.7
Cc1ccc2c(c1)P(=O)(O)c1cc(C)ccc1O2	-9.2	3.5%	-26.9	-33.8
CCCCN1CC(COC)Oc2cccc(F)c2S1(=O)=O (centres undefined)	-9.0	-20.7%	1.4	60.3
Clc1ccc(CSc2cnnc3ccccc23)cc1Cl	-25.7	-0.7%	15.4	-5.9
CC(=O)c1cc2c(cc1F)C(C)(C)CCC2(C)C	-6.2	1.2%	2.6	-2.8
O=S(=O)(O)C(c1ccccc1)C1(O)CCCCC1 (centres undefined)	-10.4	-0.9%	2.9	-4.1
C=C1C(O)C[C@@H](C(C)C)N(CC(C)C)S1(=O)=O (some centres undefined)	1.3	-1.0%	5.0	-15.2
COC(=O)c1ccc(C2=NOC(C)(c3nnc(-c4cccc(Cl)c4)o3)C2)cc1 (centres undefined)	5.9	-0.2%	3.5	?
CC(=O)Nc1ccc(C=CC=Cc2cccc([N+](=O)[O-])c2)cc1	-6.8	-4.8%	8.6	0.2
COc1ccc([C@H]2/C=C\CN(S(=O)(=O)c3ccc4ccccc4c3)[C@@H](C)C(=O)N2Cc2ccc(F)cc2)cc1	5.7	0.2%	-25.0	-2.9
O=C1/C(=C\c2ccc(Cl)c(Cl)c2)CN(C(=O)CCN2CCOCC2)C/C1=C/c1ccc(Cl)c(Cl)c1	?	-12.1%	-23.8	21.3
CCOc1cc2c(cc1O)C(=NOC)CC1C2CCC2(C)C(O)CCC12 (centres undefined)	-0.7	-12.8%	-1.5	8.6
CN1CCN(C2Cc3ccc(F)cc3Sc3cc(F)c(Cl)cc32)CC1 (centres undefined)	13.0	2.6%	-87.6*	-40.7

The list continues:
SMILES	Giardia kill	uPA surface inh	KCNH2 3.1 inh	hERG WT inh
CCCN(C(=O)c1cc(S(=O)(=O)N(C)c2ccccc2OC)ccc1C)C1CCS(=O)(=O)C1 (centres undefined)	8.3	12.9%	-3.7	-12.0
COc1ccc(C2=NOC(C)(c3nnc(Cc4ccccc4)o3)C2)cc1 (centres undefined)	-2.4	3.0%	-2.6	39.5
CCN1CCC(O)(/C=C/c2ccc(C)cc2)C(C(=O)/C=C/c2ccc(C)cc2)C1 (centres undefined)	-27.1	-11.1%	-24.9	-14.1
O=C(O)C(Cc1ccnc2ccccc12)=NO	-7.0	4.4%	2.8	8.8
COc1ccc(NS(=O)(=O)c2ccc(-c3ccccn3)s2)cc1	7.6	-0.6%	32.4	-3.5
O=C(Cn1cnc2cc([N+](=O)[O-])ccc2c1=O)Nc1cccc(S(=O)(=O)N2CCCCC2)c1	2.5	-13.8%	-21.4	5.7
CCn1c(SCC(=O)NNC(=O)c2ccc(C)cc2)nnc1-c1ccncc1	22.0	2.3%	-4.9	0.8
Cn1cnc2c(cnn2C)c1=N	-2.4	-0.8%	-25.6	-2.3
CCN(CC)C(=O)Cn1cc(S(=O)(=O)CC(=O)NCc2ccc(C)cc2)c2ccccc21	10.9	1.9%	-16.0	-11.5
COc1ccc(S(=O)(=O)N2CCCCCC2)cc1NC(C)C(=O)Nc1ccc(NC(C)=O)cc1 (centres undefined)	?	-1.2%	-13.1	-8.7
CCCC1(c2ccsc2)NC(=O)NC1=O (centres undefined)	-21.4	2.0%	-1.0	-1.4
Cc1cc(NC(=O)CSc2nc3c(c(=O)n2-c2ccc(Cl)cc2)SCC3)no1	-4.3	7.5%	-7.9	3.7
O=C(Nc1ncccn1)c1cccc(Cl)c1	-0.7	7.4%	-18.4	-5.0
COc1ccc(CN(C)CCCn2cnc(C(=O)Nc3ccc(C)c(C)c3)n2)cc1OC	-16.9	-10.0%	?	10.4
CCC(=O)c1ccc(OCc2cn(CC(=O)c3ccc(O)cc3)nn2)cc1	-7.4	11.9%	14.2	-7.5
Cc1cc2oc3cc(NCCC4CCCN4C)ccc3c(=O)c2cc1C (centres undefined)	-27.5	?	2.7	-4.7
CC(=O)c1ccccc1OC(=O)c1ccc(-c2ccccc2)cc1	4.0	-28.7%	3.6	-16.4
O=C(Oc1ccc(/C=N/NC(=O)c2ccccn2)cc1)c1cccc(F)c1	-9.0	4.6%	4.6	12.1
COc1cc(C2C(C#N)=C(N)OC3=C2C(=O)CC(C)(C)C3)cc2c1OCO2 (centres undefined)	-11.1	0.8%	9.1	-1.1
CN(CCc1ccccc1)C(=O)c1ccc(NC(=O)Cc2ccc(NC(=O)C3CCCN(C(=O)C4CCCC4)C3)cc2)cc1 (centres undefined)	-16.3	-13.4%	-6.5	-3.3
CCC1(O)CC(c2ccccc2)=NN1C(=O)c1ccccc1F (centres undefined)	3.3	2.1%	-17.5	-0.8
CC(=O)c1ccc(S(=O)(=O)N2CCN(CC(=O)Nc3ccnn3C3CCCC3)CC2)cc1	-4.0	-5.0%	7.4	5.6
O=C(Cn1nc(-c2ccccc2)ccc1=O)N1CCOCC1	-6.2	-3.3%	-11.8	-36.4
O=C(Nc1cc(Cl)ccc1C(=O)O)c1ccc(CN2C(=O)c3ccccc3C2=O)cc1	-13.5	1.0%	10.4	-13.5
Cc1ccccc1OCC(O)COc1ccccc1C	-5.2	-1.3%	-2.8	-0.8
O=C(C1CCC(Cn2c(=S)[nH]c3ccccc3c2=O)CC1)N1CCN(c2ccccc2)CC1 (centres undefined)	9.3	-6.0%	-32.5	4.5
O=C(c1ccccc1Cl)c1c(O)c2ccccc2oc1=O	4.2	2.5%	20.6	-0.4
CCOc1ccc(C(=O)Nc2cc(=O)n(C)c(=O)n2C)cc1	5.8	-5.5%	11.7	-3.9
CCOCC(=O)NC1CCc2cc(OC)c(OC)c(OC)c2-c2ccc(SC)c(=O)cc21 (centres undefined)	2.4	-10.4%	0.1	1.2
